Compound activity: PubChem BioAssay, National Center for Advancing Translational Sciences (NCATS)
BRCA1 expr up – qHTS Assay to Identify Small Molecule Activators of BRCA1 Expression | MCF7-BRCA1-FFLuc reporter, luminescence, 48 h; response scale: scaled: vehicle 0%, 10 µM genistein 100% | Potency, µM (series often up to 46.1 µM), without a hit: at the highest dose activation, most hits filed as activators | 380,000 compounds, 1.1% hits; active means well fitted activation curve with a large enough effect; inconclusive means small, poorly fitted or top-dose-only effect; inactive means no such curve, though single readings can be large or run the other way; further: nearly all actives have a fitted effect of over 80% in size; some results filed as inactive show a strong effect at the top dose
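MCF7-BRCA1-FFLuc, 2000 cells/well; 2 h attach, 37 °C/5% CO2; compound 48 h; luciferase substrate 15 min; luminescence end-point. Norm. to genistein 10 microM max activation and DMSO; concentration-response curves fitted.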
The depositor's hits bear a star; ? = inconclusive; & = joins results of further samples; [ ] = remark or other dose. Potency means the concentration at half of the fitted maximal effect. The list is partial; the hit share may differ from the screen's.

SMILES | BRCA1 expr up
CCOc1ccc(-c2nn(-c3ccc(F)cc3)c3c2cnc2ccc(F)cc23)cc1 | 7%
OC(c1ccc(F)cc1)c1nc(-c2csc3ccccc23)cs1 (stereo not given) | 2%
CCOc1ccc(C2C(C(N)=O)=C(C)Nc3nc(SCc4ccccc4)nn32)cc1 (stereo not given) | 6%
COc1cc(C2Nc3ccccc3C(=O)N2Cc2ccccc2)ccc1OCc1ccccc1 (stereo not given) | 0%
CC(=O)Nc1ccc(-c2ccnc3c2CC(C)(C(=O)Nc2ccc(Cl)cc2)O3)cc1 (stereo not given) | 6%
O=C(C[n+]1cccc2cc(Cl)ccc21)c1ccc2c(c1)CCCC2 | 12%
CCOC(=O)C1CCCN(C(=O)c2cc(-c3ccccc3)cs2)CC1 (stereo not given) | 21%
CC1(Oc2ccc(Cl)cc2)CCN(Cc2cccn2-c2nccs2)C1 (stereo not given) | -9%
CC(C)N(C)c1ncnc2c1ncn2[C@H]1CN(C2CCCC2)C[C@@H](CO)O1 | 14%
COc1ccc(CNC(=O)CC(c2ccc(OC)c(OC)c2)N2Cc3ccccc3C2=O)cc1 (stereo not given) | 6%
O=C(CSc1nnc(-c2ccccc2Br)n1-c1ccccc1)c1ccc(F)cc1 | -34%
C=C1C(=O)CC2=C1[C@](Cc1ccc(F)cc1)(C(=O)OC)N(C(=O)c1ccccc1)C2 | 8%
Cc1ccc(-c2nc3c4ccccc4ccn3c2CC2CCCCC2)cc1 | 18%
CC(C)(C)S(=O)N1Cc2cc(C(=O)NCc3ccc4c(c3)OCO4)nc(-c3cccc(-c4ccncc4)c3)c2[C@H]1CCO (stereo not given in full) | -15%
CCOC(=O)C1CCCN(C(=O)c2ccc(C(F)(F)F)nc2C)CC1 (stereo not given) | 4%
Cc1cccc(N2CCN(C(=O)Cn3ncc4c3-c3ccccc3OC4)CC2)c1C | -23%
O=C(COc1ccccc1F)NC1CC(=O)N(c2ccc3c(c2)OCCO3)C1 (stereo not given) | -3%
C=Cc1ccc(CC2(C)C(=O)Nc3ccc(Cl)cc32)cc1 (stereo not given) | 6%
CC(=O)Nc1ccc(C(=O)N2CCCCC2c2cc(C(=O)NCc3ccc(F)cc3)no2)cc1 (stereo not given) | -14%
O=C(NCc1cccs1)c1csc([C@@H]2C[C@H](O)[C@@H](CO)O2)n1 | 20%
COc1cccc(NC(=O)Cn2c(=O)n(-c3ccccc3)c(=O)c3c4c(sc32)CCCC4)c1 | 4%
Cc1ccc(CC2(C)C(=O)Nc3ccc(OC(F)(F)F)cc32)cc1 (stereo not given) | -25%
CCc1nc2ccc(C(=O)NCCC(C)C)cn2c1N(CCN(C)C)CC1CC1 | 0%
COc1ccccc1CNC(=O)CN1C(=O)CSc2c1c(C)nn2-c1ccccc1 | 23%
O=C(Nc1ncnc2nc[nH]c12)c1ccccc1 | 12%&22%

Following part:
SMILES | BRCA1 expr up
C=C1C=C(C)n2ncc(C(=O)Nc3ccccc3O)c2N1 | -24%
CCc1nc2ccc(C(=O)N(C)Cc3ccccc3)cn2c1N(CC)Cc1cccc(Br)c1 | -29%
O=C1COc2ccc(-c3cc(-c4ccccc4)c4c(n3)-c3cc(Cl)ccc3OC4)cc2N1 | 3%
CCOC(=O)c1c(Nc2ccc(OCC)cc2)nnc(-c2ccccc2)c1-c1ccccc1 | -2%
CN(C)CCCNc1nc2cc(-c3ccsc3)sc2c(=O)n1C | -10%
O=S1(=O)CC(N2CC=CC2)CN1Cc1ccccc1 (stereo not given) | 9%
Cc1ccc(-n2ncc(C(=O)NCCc3c[nH]c4ccccc34)c2C2CCN(C(=O)OC(C)(C)C)CC2)cc1C | -77%
CCOC(=O)C1=CC[C@@H](c2ccccc2)N(S(=O)(=O)c2ccc(C)cc2)[C@H]1C=C(C)C | 0%
CC(C)Nc1ncnc2c1ncn2[C@H]1CN(Cc2ccncc2)C[C@@H](CO)O1 | 7%
COc1ccc(S(=O)(=O)N2CCC[C@@H]2C(=O)N2CCC[C@H]2C(=O)NCc2ccncc2)cc1C | 12%
COCCN1C[C@@H](CO)O[C@@H](n2cnc3c(NCCCO)ncnc32)C1 | 7%
Cc1nn(-c2ccccc2)c(-c2ccccc2[N+](=O)[O-])c1CC#N | 9%
COc1cccc(CNC(=O)[C@@H]2CCCN2C(=O)[C@H]2CCCCN2C(=O)c2cccc(Cl)c2)c1 | 2%
CCOc1ccc(-c2cc3c(=O)n(Cc4nc(-c5ccc(OCC)c(OC)c5)oc4C)ccn3n2)cc1Cl | 3%
CCc1ccc(NC(=O)CN(C)S(=O)(=O)c2ccc3c(c2)c(=O)n(C)c(=O)n3C)cc1 | -3%
CN(C)c1ccc(-c2ccnc3c2CC(C)(C(=O)NCc2ccccc2)O3)cc1 (stereo not given) | -25%
COc1cccc(C(NC(C)=O)c2nc(-c3ccncc3)cs2)c1 (stereo not given) | -4%
Cc1ccc2c(c1)c1c(c(=O)n(-c3ccccc3C)c(=O)n1CC(=O)NCc1ccccc1)n2C | -7%
CCCCNC(=O)C[C@@H]1C[C@@]2(C(=O)OCC)CCC=C2N(Cc2ccc(Cl)cc2Cl)C1=O | 0%
COC(=O)[C@]12CCCCC=C1N(Cc1ccc(Cl)cc1Cl)C(=O)[C@H](CC(=O)NCc1ccc(C)o1)C2 | -28%
COc1cc(NCC2COc3c(ccc(OC)c3OC)C2=O)c([N+](=O)[O-])cc1OC (stereo not given) | -9%
CC(=O)c1ccc(N2CCN(S(=O)(=O)c3ccc4c(c3)CCC(=O)N4)CC2)cc1 | -17%
CCC(c1nnnn1-c1ccc2c(c1)OCCO2)N1CCN(c2ccccc2)CC1 (stereo not given) | -4%
CCOC(=O)C1=C(CS(=O)(=O)c2ccc(Br)cc2)NC(=O)NC1c1ccccc1 (stereo not given) | -27%
CSc1ccc(Cn2nnc(C(=O)Nc3ccc(C)cc3Cl)c2N)cc1 | ?

Next results follow:
SMILES | BRCA1 expr up
C(=C\c1ccnc2ccccc12)/c1ccccc1 | -41%
COc1ccccc1CNC(=O)c1ccc2nc(C)c(N(C)Cc3ccc(NC(C)=O)cc3)n2c1 | 0%
O=S(=O)(c1cc(Cl)cc(Cl)c1)N1CCN(c2nc(-c3cccs3)nc3ccccc23)CC1 | 3%
O=C(NCc1cccnc1)c1cc(C2CCCCN2S(=O)(=O)c2ccc(F)cc2F)on1 (stereo not given) | 2%
CN(C)CCNC(=O)c1cccc(-c2cnc3c(NC=O)cc(-c4cccc(C(F)(F)F)c4)cn23)c1 | -22%
COc1ccccc1CNC(=O)CCn1c(=O)c2ccccc2n(CC(=O)Nc2ccc(C)cc2)c1=O | 3%
Cc1cccnc1C(NC(=O)C1CCN(CCCc2ccccc2)CC1)c1ccc(F)cc1 (stereo not given) | -3%
CCN(CC)S(=O)(=O)c1ccc2c(c1)N(CC(=O)NCCCN1CCN(c3cc(Cl)ccc3C)CC1)C(=O)CO2 | -70%
Oc1ccc(C[C@H]2CN([C@@H](Cc3ccc(O)cc3)CN3CCC[C@@H]3CN3C(=S)NC[C@@H]3Cc3ccccc3)C(=S)N2CC2CCCCCC2)cc1 | -70%[inhibitor]
CCOC(=O)c1ccc(NC(=O)C2CCN(S(=O)(=O)c3ccc4c(c3)CCCC(=O)N4)CC2)cc1 | -21%
CCOC(=O)CNC(=O)c1ccc(-c2nn(C)c(=O)c3ccccc23)cc1 | 8%
Cc1ccc(NC(=O)c2cc(-c3cc(Cl)ccc3C)n[nH]2)cc1NS(C)(=O)=O | -41%
Cn1cc(CN(C(=O)Nc2ccc(Cl)c(Cl)c2)C2CCCCC2)c2ccccc21 | 15%
COc1ccc(CN2C[C@@H](CO)O[C@@H](n3cnc4c(N5CCOCC5)ncnc43)C2)cc1 | -7%
Cc1cc(C)cc(N(CC(=O)NCc2ccccc2Cl)S(=O)(=O)c2c(C)noc2C)c1 | -10%
Cn1c(=O)c2c(nc(Oc3ccccc3Cl)n2Cc2ccc(C#N)cc2)n(C)c1=O | 8%
COc1ccc(CNC(=O)CCc2nnc3n(C)c(=O)c4sccc4n23)cc1 | 12%
COc1ccc(CN2C(=O)c3ccccc3C2c2nnnn2C(C)C)cc1OC (stereo not given) | 29%
Cc1ccc(NC(=O)[C@@H](c2ccccc2)N2Cc3ccccc3C2=O)cc1F | -21%
OCc1cnc(SCc2ccc(F)cc2)n1Cc1ccc(F)cc1 | 17%
Cc1ccc(C)c(Oc2nc3c(c(=O)n(C)c(=O)n3C)n2Cc2ccccc2)c1 | 10%
O=C(NCc1ccc(F)cc1)c1ccc2oc(=O)n(Cc3ccccc3)c2c1 | -11%
CCCC(=O)N1CCC1(C)C(=O)Nc1ccc2c(c1)OCCO2 (stereo not given) | 9%
COc1cccc2nccc(/C=C/c3ccc(N(C)C)cc3)c12 | -27%
CSCCC(NS(=O)(=O)Cc1ccccc1)C(=O)NNc1ccccc1 (stereo not given) | -1%

The results go on:
SMILES | BRCA1 expr up
CCC(=O)N1CCc2cc(Br)cc(S(=O)(=O)N3CCN(c4cccc(Cl)c4)CC3)c21 | 0%
COc1ccc(NC(=O)C2(C)Cc3c(-c4cccc(C(N)=O)c4)ccnc3O2)cn1 (stereo not given) | -23%
CCN(Cc1ccccc1)C(=O)c1cnn(-c2ccc(F)cc2)c1-n1cccc1 | -29%
O=C(Nc1ccc(F)cc1C(F)(F)F)C1CCN(c2ncccn2)CC1 | 11%
CCOC(=O)c1ccc(N2C(=O)c3n[nH]c(C)c3C2c2ccccc2OC)cc1 (stereo not given) | 0%
COc1cc(CNC(=O)c2cc(-c3ccc(F)cc3C)n[nH]2)cc(OC)c1 | -17%
O=C(NCC1CCOCC1)c1ccc(-c2ccc(F)c(F)c2)c2ccoc12 | -1%
CC(C)[C@H](CO)NC(=O)[C@H]1O[C@@H](n2ccc(N)nc2=O)[C@H](O)[C@@H]1O | 18%
CC1(C(=O)O)CCCN(C(=O)c2ccc(OC(F)F)cc2)C1 (stereo not given) | 5%
CCOC1=C2[C@@H](CN(S(=O)(=O)c3ccc(C)cc3)[C@H]2c2ccccc2F)[C@H]2C(=O)N(c3ccccc3)C(=O)[C@H]2C1 | 17%
COc1ccccc1C(C)NCC(=O)c1c(C)[nH]c2ccccc12 (stereo not given) | 0%
Cc1ccc(C)c(NC(=O)Cn2c(=O)n(-c3ccccc3C)c(=O)c3c2c2cc(C)ccc2n3C)c1 | 14%
Cc1ccc2nc(-c3ccc(NC(=O)c4ccccc4S(C)(=O)=O)cc3)sc2c1 | 58%
CCCCC1CC2=C(C(=O)OC(C)(C)O2)C(c2ccc3ccccc3c2)O1 (stereo not given) | -20%
NC(=O)c1c(N)[nH]c(C(=O)c2ccccc2)c1-c1ccccc1Br | -2%
CCC(=O)N1CCc2cc(Br)cc(S(=O)(=O)N3CCCC(C(=O)Nc4cc(C)ccc4OC)C3)c21 (stereo not given) | -9%
COc1ccc(S(=O)(=O)N2CCOCC2)cc1 | 10%
Cn1cc(S(=O)(=O)N2CCCCCC2)cc1C(=O)N1CCN(c2cccc(C(F)(F)F)c2)CC1 | -26%
COc1ccc(NC(=O)N(Cc2nnc3n2CCCCC3)c2ccc(OC)c(Cl)c2)cc1 | 23%
COC(=O)[C@]12CCCCC=C1N(Cc1cccc3ccccc13)C(=O)[C@H](CC(=O)NCC1CCCCC1)C2 | -45%
C=C(C)Cn1c2ccc(NC(=O)NCC)cc2c(=O)n1C | 8%
CCN(CC)C(=O)c1cccc(-c2csc(C(NC(C)=O)c3ccccc3)n2)c1 (stereo not given) | 0%
CCc1ccccc1NC(=O)CC1Sc2ccc(C(F)(F)F)cc2NC1=O (stereo not given) | 1%
CC(C)(C)c1ccc(S(=O)(=O)NC(=O)C2(C)CCN2C(=O)C2(c3ccc(Cl)cc3)CC2)cc1 (stereo not given) | 6%
CCc1ccccc1NC(=O)C1CCN(S(=O)(=O)c2ccc3[nH]c(=O)ccc3c2)CC1 | ?

The results go on.
SMILES | BRCA1 expr up
CN(C)c1ccc(CC(=O)N2CCCCC2c2cc(C(=O)Nc3cccc4c3CCCC4)no2)cc1 (stereo not given) | -35%
CC(C)S(=O)(=O)N1CCCC(c2cc(C(=O)NCc3ccccc3)no2)C1 (stereo not given) | 6%
COc1ccc(CNS(=O)(=O)c2ccc3c(c2)C(C)(C)C(=O)N3C)cc1OC | -6%
CCOCCCn1c(=N)c(C(=O)NC2CCCC2)cc2c(=O)n3cc(C)ccc3nc21 | 11%
COc1ccccc1CNc1nccn(-c2ccc(F)cc2)c1=O | 8%
Cc1ccc(S(=O)(=O)c2cn(CC(=O)Nc3ccc(Cl)cc3)c3ccc(F)cc3c2=O)cc1C | 2%
